Screens (PubChem BioAssay)
TcdB GH inh – blocks C. difficile toxin B glycohydrolase activity; inhibition, % at 9.99 µM; P18177; 350,000 tested, 0.24% active; TcdB glycohydrolase enzymatic assay, plate reader; in the data active means inhibition above about 10%
* = called active by the depositor. A portion of the library. The share of hits here may be higher or lower than overall.

SMILES | TcdB GH inh
Cc1ccc(S(=O)(=O)Nc2ccc3c(c2)C(=O)N([C@@H](C)CO)C[C@@H](C)[C@@H](CN(C)C(=O)C2CCCCC2)OCCCC[C@H](C)O3)cc1 | 0.9
COc1ccc(NC(=O)N[C@@H]2CC[C@@H](CCn3cc(C4(O)CCCC4)nn3)O[C@H]2CO)cc1 | -0.3
CN1C(=O)c2cc(NC(=O)c3ccc(F)cc3)ccc2OC[C@@H]2O[C@H](CC(=O)N3CCOCC3)CC[C@H]21 | 0.9
C[C@@H]1CN([C@@H](C)CO)C(=O)c2cc(NC(=O)C3CC3)ccc2O[C@@H]1CN(C)Cc1ccc(C(=O)Nc2ccccc2N)cc1 | -3.3
CNC[C@H]1Oc2cc(-c3cccc(C(=O)N(C)C)c3)ccc2S(=O)(=O)N([C@@H](C)CO)C[C@H]1C | 1.4
O=C(C[C@H]1C[C@H]2c3cc(NS(=O)(=O)c4ccc(F)cc4)ccc3O[C@H]2[C@H](CO)O1)NCc1ccccc1F | 0.8
CC(=O)N(C)C[C@H]1Oc2ncc(-c3ccc(C(=O)N(C)C)cc3)cc2C(=O)N([C@H](C)CO)C[C@@H]1C | -0.7
O=C(C1CCCC1)N1[C@@H](CO)[C@@H](c2ccccc2)C12CN(Cc1cccc(Cl)c1)C2 | -0.3
CCCC#Cc1ccc2c(c1)O[C@H](CN(C)Cc1cncnc1)[C@@H](C)CN([C@H](C)CO)S2(=O)=O | -4.4
O=C(C[C@H]1C=C[C@H](NC(=O)c2ccccc2)[C@@H](CO)O1)NCc1ccncn1 | 0.8
CN1c2ccc(-c3ccc(C#N)cc3)cc2[C@@H]2[C@@H](CCN2C(=O)Nc2ccccc2F)[C@@H]1CO | 1.0
COc1ccc(C#Cc2cnc3c(c2)C(=O)N([C@H](C)CO)C[C@H](C)[C@@H](CN(C)C(=O)c2ccccc2F)O3)cc1 | -0.3
Cc1cccc(S(=O)(=O)N2CC[C@@H]3[C@H](CO)N(C)c4ccc(-c5ccc(C#N)cc5)cc4[C@@H]32)c1 | 0.7
COc1ccc(S(=O)(=O)Nc2ccc3c(c2)C(=O)N([C@H](C)CO)C[C@@H](C)[C@@H](CN(C)C(=O)Nc2cccc4ccccc24)O3)cc1 | -0.2
O=C(NCc1ccccc1)[C@@H]1[C@@H](CO)[C@@H]2Cn3c(cccc3=O)[C@H]1N2Cc1cccnc1 | -0.8
CCCN1C[C@@H](C)[C@@H](OC)CN(C)C(=O)c2cc(NC(=O)C3CCOCC3)ccc2OC[C@H]1C | 0.6
CCC(=O)Nc1ccc2c(c1)OC[C@H](C)N(Cc1nccs1)C[C@H](C)[C@H](OC)CN(C)C2=O | 0.8
COc1ccc(S(=O)(=O)Nc2ccc3c(c2)C(=O)N([C@H](C)CO)C[C@@H](C)[C@H](CN(C)C(=O)Cc2ccccc2)OCCCC[C@H](C)O3)cc1 | 0.6
CCCNC(=O)[C@H]1[C@H](CO)[C@H]2Cn3c(ccc(-c4ccccc4F)c3=O)[C@H]2N1CC1CC1 | -0.1
Cc1noc(C)c1NC(=O)Nc1ccc2c(c1)C(=O)N([C@@H](C)CO)C[C@@H](C)[C@@H](CN(C)C(=O)C1CCCCC1)OCCCC[C@H](C)O2 | -2.0
CO[C@H]1CN(C)C(=O)c2ccc(NC(=O)c3ccccc3)cc2OC[C@H](C)N(C(C)=O)C[C@@H]1C | -2.1
C[C@H](CO)N1C[C@H](C)[C@@H](CN(C)Cc2ccc(Oc3ccccc3)cc2)Oc2ccc(NS(=O)(=O)c3cccs3)cc2C1=O | 1.0
Cc1cc(C(=O)Nc2cccc3c2O[C@@H](CN(C)C)[C@H](C)CN([C@H](C)CO)C3=O)n(C)n1 | 0.3
O=C(Cc1ccccn1)N1CC(=O)N2[C@@H](CO)[C@H](c3ccc(C#CC4CCCC4)cc3)[C@@H]2C1 | 0.5
CCCC(=O)Nc1ccc2c(c1)C(=O)N(C)[C@H]1CC[C@@H](CC(=O)NCc3cccc(F)c3)O[C@H]1CO2 | 0.3
COc1ccccc1C#Cc1cnc2c(c1)C(=O)N([C@@H](C)CO)C[C@@H](C)[C@@H](CN(C)C)O2 | 0.6
CN(C)CCCNC(=O)[C@@H]1[C@@H](CO)[C@@H]2Cn3c(ccc(-c4ccc(F)cc4)c3=O)[C@H]1N2C | -1.1
OC[C@H]1[C@H](c2ccc(-c3ccccc3)cc2)[C@H]2CN(CCC(F)(F)F)CCCCN21 | 1.0
CN1c2ccc(-c3ccccc3)cc2[C@@H]2[C@@H](CCN2C(=O)Cc2ccccc2)[C@@H]1CO | -1.1
CN1C[C@@H]2[C@H](c3ccccc31)[C@H](CO)N2Cc1ccccc1F | -22
C[C@@H]1CN([C@@H](C)CO)S(=O)(=O)c2ccc(C#Cc3ccncc3)cc2O[C@H]1CN(C)C | -3.1
Cc1ccc(S(=O)(=O)N(C)C[C@@H]2Oc3ccc(NC(=O)Nc4ccc(F)cc4)cc3C(=O)N([C@@H](C)CO)C[C@@H]2C)cc1 | 1.3
C[C@H](CO)N1C[C@H](C)[C@@H](CN(C)C(=O)Nc2ccc(F)cc2)Oc2ccc(NC(=O)C3CC3)cc2C1=O | 0.4
C[C@@H]1CN([C@H](C)CO)C(=O)c2ccccc2-c2ccccc2CO[C@@H]1CN(C)Cc1ccccc1C(F)(F)F | 0.3
C[C@H](CO)N1C[C@H](C)[C@@H](CN(C)C(=O)Nc2cccc3ccccc23)Oc2ccc(NC(=O)C3CC3)cc2CC1=O | -0.2
C[C@@H]1CCCCO[C@@H](CN(C)C(=O)NC2CCCCC2)[C@H](C)CN([C@H](C)CO)C(=O)c2cc(NC(=O)c3ccncc3)ccc2O1 | 1.0

Molecules above that have fluorine (twelve):
SMILES | TcdB GH inh
CN1C(=O)c2cc(NC(=O)c3ccc(F)cc3)ccc2OC[C@@H]2O[C@H](CC(=O)N3CCOCC3)CC[C@H]21 | 0.9
O=C(C[C@H]1C[C@H]2c3cc(NS(=O)(=O)c4ccc(F)cc4)ccc3O[C@H]2[C@H](CO)O1)NCc1ccccc1F | 0.8
CN1c2ccc(-c3ccc(C#N)cc3)cc2[C@@H]2[C@@H](CCN2C(=O)Nc2ccccc2F)[C@@H]1CO | 1.0
COc1ccc(C#Cc2cnc3c(c2)C(=O)N([C@H](C)CO)C[C@H](C)[C@@H](CN(C)C(=O)c2ccccc2F)O3)cc1 | -0.3
CCCNC(=O)[C@H]1[C@H](CO)[C@H]2Cn3c(ccc(-c4ccccc4F)c3=O)[C@H]2N1CC1CC1 | -0.1
CCCC(=O)Nc1ccc2c(c1)C(=O)N(C)[C@H]1CC[C@@H](CC(=O)NCc3cccc(F)c3)O[C@H]1CO2 | 0.3
CN(C)CCCNC(=O)[C@@H]1[C@@H](CO)[C@@H]2Cn3c(ccc(-c4ccc(F)cc4)c3=O)[C@H]1N2C | -1.1
OC[C@H]1[C@H](c2ccc(-c3ccccc3)cc2)[C@H]2CN(CCC(F)(F)F)CCCCN21 | 1.0
CN1C[C@@H]2[C@H](c3ccccc31)[C@H](CO)N2Cc1ccccc1F | -22
Cc1ccc(S(=O)(=O)N(C)C[C@@H]2Oc3ccc(NC(=O)Nc4ccc(F)cc4)cc3C(=O)N([C@@H](C)CO)C[C@@H]2C)cc1 | 1.3
C[C@H](CO)N1C[C@H](C)[C@@H](CN(C)C(=O)Nc2ccc(F)cc2)Oc2ccc(NC(=O)C3CC3)cc2C1=O | 0.4
C[C@@H]1CN([C@H](C)CO)C(=O)c2ccccc2-c2ccccc2CO[C@@H]1CN(C)Cc1ccccc1C(F)(F)F | 0.3

Remaining list, next part.
SMILES | TcdB GH inh
CO[C@@H]1CN(C)C(=O)c2cc(NC(C)=O)ccc2OC[C@H](C)N(C(=O)C2CC2)C[C@H]1C | 1.3
COc1ccccc1CNC(=O)C[C@H]1CC[C@@H](NC(C)=O)[C@@H](CO)O1 | 0.6
N#C[C@@H]1[C@@H](c2ccc(-c3ccccc3F)cc2)[C@@H](CO)N1C(=O)C1CCC1 | 0.4
C[C@H](CO)N1C[C@H](C)[C@H](CN(C)C(=O)Nc2ccccc2)Oc2ncc(C#CC3CC3)cc2C1=O | 0.4
Cc1cc(C(=O)Nc2cccc3c2O[C@@H](CN(C)C(=O)NC(C)C)[C@@H](C)CN([C@@H](C)CO)C3=O)n(C)n1 | -0.3
CC(C)NC(=O)N(C)C[C@H]1Oc2cc(C#Cc3ccccn3)ccc2S(=O)(=O)N([C@H](C)CO)C[C@@H]1C | -0.3
C[C@@H]1CN([C@@H](C)CO)C(=O)c2cccc(NC(=O)NC3CCCCC3)c2O[C@@H]1CN(C)Cc1ccc(C(=O)Nc2ccccc2N)cc1 | -2.4
O=C(C[C@H]1C=C[C@H](NC(=O)CN2CCOCC2)[C@H](CO)O1)NC1CCC1 | -0.6
Cc1noc(C)c1S(=O)(=O)Nc1ccc2c(c1)CC(=O)N([C@@H](C)CO)C[C@@H](C)[C@H](CN(C)C(=O)Nc1cccc3ccccc13)O2 | 0.6
C[C@H](CO)N1C[C@H](C)[C@@H](CN(C)S(=O)(=O)c2ccc(Cl)cc2)Oc2ccc(NC(=O)CCC(F)(F)F)cc2CC1=O | -0.2
CC(C)NC(=O)Nc1ccc2c(c1)C(=O)N([C@H](C)CO)C[C@H](C)[C@@H](CN(C)C)O2 | -2.2
CCCNC(=O)N1C[C@H]2[C@@H](c3ccccc31)[C@@H](CO)N2C(=O)C1CCOCC1 | 0.2
CC(C)NC(=O)N(C)C[C@H]1Oc2ccc(NS(=O)(=O)c3cn(C)cn3)cc2CC(=O)N([C@H](C)CO)C[C@H]1C | -0.1
COc1ccc(C[C@H]2CCn3cc(nn3)COC[C@H](Cc3ccccc3)NC2=O)cc1 | 0.0
C[C@H]1CCCCO[C@H](CN(C)C(=O)C2CCCCC2)[C@@H](C)CN([C@@H](C)CO)C(=O)c2cc(NC(=O)Cc3ccccc3)ccc2O1 | 1.7
Cc1ccc(S(=O)(=O)N[C@@H]2CC[C@@H](CCNC(=O)C3CCC3)O[C@@H]2CO)cc1 | -0.4
O=C(C[C@@H]1CC[C@H](NC(=O)c2ccncc2)[C@@H](CO)O1)NCC1CC1 | -0.2
CC(C)NC(=O)Nc1ccc2c(c1)C(=O)N([C@@H](C)CO)C[C@H](C)[C@@H](CN(C)C(=O)Nc1ccccc1)OCCCC[C@@H](C)O2 | -0.1
COc1ccccc1C(=O)Nc1ccc2c(c1)C(=O)N(C)C[C@@H](OC)[C@@H](C)CN[C@@H](C)CO2 | -0.1
COc1ccc(S(=O)(=O)Nc2ccc3c(c2)C(=O)N([C@H](C)CO)C[C@H](C)[C@@H](CN(C)Cc2ccncc2)O3)cc1 | -1.6
CO[C@H]1CN(C)C(=O)c2cc(NC(=O)C3CCCC3)ccc2OC[C@@H](C)N(C)C[C@@H]1C | 0.2
CS(=O)(=O)N1CC(=O)N2[C@@H](CO)[C@@H](c3ccc(Br)cc3)[C@@H]2C1 | 0.0
C[C@@H]1CCCCO[C@H](CN(C)C(=O)Nc2ccc(F)cc2)[C@@H](C)CN([C@@H](C)CO)C(=O)c2cc(NC(=O)Nc3ccccc3)ccc2O1 | 0.2
C[C@@H]1CN([C@@H](C)CO)C(=O)c2cc(NC(=O)Cc3ccccc3)ccc2O[C@@H](C)CCCCO[C@@H]1CN(C)C(=O)Nc1ccccc1 | -0.2
CN(C)C(=O)c1ccc(-c2ccc(C3[C@@H]4CN(C(=O)c5cnccn5)C[C@H]3N4)cc2)cc1 (stereo partly specified) | -1.8
O=C(Nc1ccccc1F)N[C@@H]1CC[C@H](CC(=O)N2CCCCC2)O[C@@H]1CO | -0.6
COc1ccc(S(=O)(=O)Nc2cccc3c2O[C@@H](CN(C)C(=O)NC2CCCCC2)[C@@H](C)CN([C@H](C)CO)C3=O)cc1 | 1.1
COc1cccc(C#Cc2ccc3c(c2)[C@H]2[C@H](CCN2C(=O)c2ccc4c(c2)OCO4)[C@H](CO)N3)c1 | -0.2
O=C(C[C@@H]1CC[C@@H]2[C@H](COC[C@H](O)CN2C(=O)c2ccccc2)O1)NCCCN1CCOCC1 | -0.5
C[C@H]1CCCCO[C@@H](CN(C)S(=O)(=O)c2cn(C)cn2)[C@@H](C)CN([C@@H](C)CO)C(=O)c2cc(NC(=O)Nc3ccccc3)ccc2O1 | -0.6
CC(C)NC(=O)N1[C@@H]2c3ccc(-c4cccc(C(=O)N(C)C)c4)c(=O)n3C[C@H]1[C@H](CO)[C@H]2C(=O)O | -0.2
COC(=O)[C@H]1[C@H](CO)[C@H]2Cn3c(ccc(-c4ccccc4)c3=O)[C@H]2N1Cc1ccccn1 | -3.4
CCC(=O)N1CC2(CCN(C(=O)Nc3c(C)noc3C)CC2)c2c([nH]c3cc(OC)ccc23)[C@H]1CO | 0.6
C[C@@H]1CN([C@H](C)CO)S(=O)(=O)c2ccc(C#Cc3cccnc3)cc2O[C@H]1CN(C)C | 0.1
C[C@@H]1CN([C@@H](C)CO)C(=O)c2cc(-c3ccccc3F)cnc2O[C@H]1CN(C)C(=O)C1CCCCC1 | 0.2
CN(C)CC(=O)N1CCCCN2[C@@H](CO)[C@@H](c3ccc(-c4ccccc4)cc3)[C@@H]2C1 | -0.2
COc1cccc(S(=O)(=O)N[C@H]2CC[C@H](CCNC(=O)Nc3cc(F)ccc3F)O[C@H]2CO)c1 | 0.6
CC(C)NC(=O)Nc1ccc2c(c1)C(=O)N([C@@H](C)CO)C[C@H](C)[C@H](CN(C)C(=O)Cc1ccccc1)OCCCC[C@@H](C)O2 | -0.6
C[C@H](CO)N1C[C@H](C)[C@@H](CN(C)C)Oc2cc(C#CCC3CCCC3)ccc2S1(=O)=O | 0.9
O=C(C1CCCC1)N1CCCCN2[C@@H](CO)[C@@H](c3ccc(-c4ccncc4)cc3)[C@@H]2C1 | -0.1
COc1cc(OC)c(CNS(=O)(=O)c2ccc(Br)cc2)c(OC)c1 | 0.4
C[C@@H]1CN([C@H](C)CO)S(=O)(=O)c2ccc(/C=C/c3ccccc3)cc2O[C@H]1CN(C)C(=O)NC1CCCC1 | 0.4
C[C@@H](NC(=O)C[C@@H]1CC[C@@H](NC(=O)C2CC2)[C@@H](CO)O1)c1ccccc1 | 0.2
O=C(C[C@H]1CC[C@@H](NS(=O)(=O)c2ccc(F)cc2)[C@H](CO)O1)N1CCN(c2ccccc2)CC1 | -1.1
C[C@H](CO)N1C[C@H](C)[C@H](CN(C)Cc2ccccc2)Oc2c(NC(=O)Nc3ccc4c(c3)OCO4)cccc2C1=O | -0.8
COc1ccc(NC(=O)N(C)C[C@@H]2Oc3ccc(NS(C)(=O)=O)cc3C(=O)N([C@H](C)CO)C[C@H]2C)cc1 | 0.9
